RAD52 anneal inh: RAD52 DNA annealing inhibitors, primary screen, biochemical, FRET, single point, set 2 | recombinant RAD52 DNA annealing, FRET fluorescence | DNA repair protein RAD52 homolog (Homo sapiens), P43351 | hit rate 0.46% among 360,000 | AID 651710, 2012 | inhibition, % at 18.7 µM;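 active = every replicate showing at least 50% inhibition; inconclusive = mean inhibition at least 50% but not in every replicate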
Target sequence (P43351 whole entry, looked up): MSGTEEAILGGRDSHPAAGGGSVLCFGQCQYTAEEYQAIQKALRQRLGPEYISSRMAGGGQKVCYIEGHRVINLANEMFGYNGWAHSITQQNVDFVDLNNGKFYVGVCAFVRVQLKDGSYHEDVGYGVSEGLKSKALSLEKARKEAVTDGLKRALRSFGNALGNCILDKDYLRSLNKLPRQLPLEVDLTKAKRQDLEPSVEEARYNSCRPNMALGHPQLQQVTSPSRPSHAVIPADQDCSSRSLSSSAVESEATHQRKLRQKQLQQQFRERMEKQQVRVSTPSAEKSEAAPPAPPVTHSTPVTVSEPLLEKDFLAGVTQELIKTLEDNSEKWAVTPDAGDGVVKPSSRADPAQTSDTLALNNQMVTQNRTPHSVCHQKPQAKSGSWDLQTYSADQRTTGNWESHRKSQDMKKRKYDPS
E-sel inducer: E-selectin induction in HUVECs, primary screen, imaging, HUVEC, immunofluorescence imaging, single point | activation, % at 7.58 µM | AID 686992, 2013 | normalized: neutral wells 0, TNF-alpha wells 100 | hit rate 0.37% among 260,000;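 active = mean E-selectin-positive cell signal at least 10% of the positive control, reached in at least 60% of replicates, without over 20% cell loss; inconclusive = no rule given, readout overlaps actives, possibly toxicity-flagged; inactive = the rest, including those meeting only one limit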;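 also: in these data hits start at about 27%; measured in HUVEC primary endothelial cells; signal is the percent of cells scored E-selectin positive by PE staining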
Target sequence (P16581 whole entry, looked up): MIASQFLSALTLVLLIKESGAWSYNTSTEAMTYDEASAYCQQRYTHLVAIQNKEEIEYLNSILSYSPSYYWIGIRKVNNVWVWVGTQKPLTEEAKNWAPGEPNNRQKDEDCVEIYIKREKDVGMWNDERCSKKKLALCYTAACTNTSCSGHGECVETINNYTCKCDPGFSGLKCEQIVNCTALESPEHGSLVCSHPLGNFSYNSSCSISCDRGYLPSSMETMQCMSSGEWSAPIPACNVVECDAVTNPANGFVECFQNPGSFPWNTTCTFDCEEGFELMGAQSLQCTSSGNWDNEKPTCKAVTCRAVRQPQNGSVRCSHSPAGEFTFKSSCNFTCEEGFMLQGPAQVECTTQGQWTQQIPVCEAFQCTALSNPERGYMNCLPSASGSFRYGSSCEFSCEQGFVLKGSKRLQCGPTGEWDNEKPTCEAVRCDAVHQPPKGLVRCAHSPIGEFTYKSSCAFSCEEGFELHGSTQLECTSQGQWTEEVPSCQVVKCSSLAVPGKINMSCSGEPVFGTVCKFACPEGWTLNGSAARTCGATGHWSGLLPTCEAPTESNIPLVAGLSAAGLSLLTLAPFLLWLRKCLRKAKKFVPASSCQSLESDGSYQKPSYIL
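System: HUVEC, human umbilical vein endothelial cells; quantity: 3,000 cells/well; buffer or medium: EGM-2 medium, gelatin-coated wells; dosing: single-point compound dose; detection: immunofluorescence imaging; evaluation: % PE-positive cells; benchmarks: TNF-alpha, DMSO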
RAD54 branch: inhibitors of human RAD54 branch migration, primary screen, biochemical, fluorescence, single point; RAD54 Holliday junction branch migration, FAM/BHQ fluorescence; inhibition, % at 10.4 µM; hit rate 0.14% among 360,000;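 active = mean normalized replicate activity at least 40 and at least half of replicates scoring 40 or more; inconclusive = only one of the two criteria met; inactive = mean below 40 and under half of replicates reaching 40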;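 also: 0% = median of neutral control wells and 100% = median of positive control wells; inhibitors cause a drop in the FAM fluorescence signal; in these data hits start at about 50%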
Xi reactivation: activators of inactive X chromosome reactivation, primary screen, imaging, XiGFP fibroblasts, GFP high-content imaging, set 2. activation, % at 7.58 µM. XiGFP mouse fibroblasts, % GFP-positive cells imaging, 3 d; cells co-treated with 5-aza-dC sensitizer; scaled so ellipticine positive control = 100%. hit rate 0.055% among 360,000;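 active = mean normalized replicate activation at least 10% and every replicate at or above 10%; inconclusive = only one of the two criteria met; inactive = mean below 10% and not all replicates reach 10%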;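 also: 0% = median of on-plate neutral control wells and 100% = ellipticine 6 µM median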
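Assay system – SV40-immortalized XiGFP fibroblast cells, line 68-5-11 · Buffer or medium – DMEM supplemented with 5-aza-dC as sensitizing agent · Dosing – one concentration, pinned · Benchmarks – positive control ellipticine, 6 µM final · Times – 3 days compound exposure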
CASP6 VEID inh: human caspase-6 inhibitors, primary screen, biochemical, VEID-R110 fluorescence, single point, set 2. P55212. hit rate 0.53% among 350,000. AID 686996, 2013. inhibition, % at 12.5 µM. purified caspase-6, Z-VEID-R110 cleavage fluorescence;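 active = mean inhibition across replicates at least about 35%, with every replicate also reaching that limit, limit read from the data; inconclusive = only one of the two criteria met; inactive = neither criterion met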;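 also: 0% = median of neutral control wells and 100% = no fluorescence left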
GSIS activator: GLuc luminescence reporter in INS-1E cells, primary screen for activators of glucose-dependent secretion of insulin. activation, % at 16.6 µM. hit rate 0.61% among 370,000. INS-1E GLuc reporter insulin secretion, 2-3 h;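 active = lowest replicate activation of at least 40%, so every replicate reaches that level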;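 also: 0% = median of neutral control wells and 100% = median of IBMX positive control wells; some compounds called inactive have numbers as strong as hits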
DENV2 CPE rescue: inhibitors of DENV2 cytopathic effect, primary screen, cell-based, plate reader, single concentration; CPE inhibition, % at 9.99 µM; hit rate 1.7% among 350,000; AID 651640, 2012; DENV2-infected cells, cytopathic effect rescue; in the data active = CPE inhibition above about 20%, passing the limit was not always enough; inconclusive = no clear call, values can overlap the other calls; tested in BHK-21 cells;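 also: 0% = median of neutral control wells and 100% = median of positive control wells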
F508del corr: F508del CFTR correction, initial screen, CFBE line, single point | activity (quench increase), % at 7.58 µM | CFBE cells, YFP halide quenching; stimulated with forskolin plus potentiator P3; % fluorescence drop versus neutral controls | hit rate 0.36% among 350,000 | AID 720511, 2013;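 active = mean added fluorescence quench of at least 8% versus neutral control, with both replicates also reaching 8%; inconclusive = only one of the mean or replicate conditions met; inactive = mean below 8% and not both replicates reaching 8%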;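 also: cells transiently co-express mutant CFTR-F508del with the halide-sensitive YFP; corrector assay measuring rescue of mutant channel to the surface after 24 h compound exposure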
The depositor's hits bear a star; ? = inconclusive; . = not tested or not shown; & = joins results of further samples. Rows were taken by chance; overall some 3.7% were active at least once.

SMILES	RAD52 anneal inh	E-sel inducer	RAD54 branch	Xi reactivation	CASP6 VEID inh	GSIS activator	DENV2 CPE rescue	F508del corr
Cc1ccc(S(=O)(=O)N(C)c2ccc(C(=O)NCCc3ccccc3)cc2)cc1	-5	-0.1	10	-0.1	4	-34	-2	1.9
CC(C)CCn1nc(C(=O)Nc2nc3c(s2)CCCC3)c2ccccc2c1=O	-2	.	.	0.0	-2	11	-5	.
COc1cccc(CNC(=O)CCC2CCCN(C(=O)c3cccnc3SC)C2)c1 (configuration not stated)	-9	.	-5	0.1	0	56	7	-1.2
COc1ccc(S(=O)(=O)Nc2ccc3c(c2)C(=O)N([C@@H](C)CO)C[C@H](C)[C@H](CN(C)S(=O)(=O)c2cn(C)cn2)O3)cc1	-1	-0.7	4	0.0	1	2	10	-3.6
COc1ccc2cc(C3=CC(=O)CCC3)ccc2c1	-14	0.2	5	0.1	1	1	10	-2.3
O=C(O)CNC(=O)/C(=C\c1cccc([N+](=O)[O-])c1)NC(=O)c1ccco1	0	1.5	.	0.0	-5	-2	-1	1.8
Cc1cc2cc(CNC(=O)c3ccc(C)c([N+](=O)[O-])c3)ccc2[nH]1	-28	.	-2	-0.4	-2	-2	9	-0.2
COc1ccc(C(=O)NCc2ccc3c(c2)cc(C)n3C)cc1	-14	.	-2	0.0	2	-13	5	0.7
COc1ccc(CC(=O)Oc2ccc(F)c(F)c2)cc1S(=O)(=O)N1CCOCC1	-2	-0.2	1	0.0	-3	1	4	-1.8
NC(=O)NOCc1cccc(Cl)c1	-5	-0.2	.	0.1	1	7	-1	-0.9
O=C(Nc1ccc(S(=O)(=O)Nc2ccc(F)cc2)cc1)c1ccc(CN2CCOCC2)cc1	-11	-2.9	.	0.6	3	-47	8	2.2
C[C@H](CO)N1C[C@H](C)[C@H](CN(C)S(=O)(=O)c2ccc(F)cc2)Oc2ccc(NC(=O)C3CC3)cc2CC1=O	4	-0.2	-3	0.1	-2	2	-3	0.4
O=C(CCNS(=O)(=O)c1ccccc1)OCC(=O)c1ccc(Cl)cc1	-14	.	.	0.1	4	-11	0	1.7
CCNC(=S)N/N=C/c1cccc(/C=N/NC(=S)NCC)c1	-16	.	.	0.0	2	-4	7	3.8
Cc1cc2nc(-c3cccc(Br)c3)c(Cc3cccc(Cl)c3)n2c(C)c1Br	-24	0.2	.	0.1	1	-13	-1	-2.6
Cc1nn(-c2ccccc2)c(C)c1-c1cc(C(=O)N/N=C/c2cccnc2)[nH]n1	-9	6.5	.	0.0	.	2	1	2.8
CCNC(=O)[C@@H]1[C@@H](CO)[C@@H]2Cn3c(ccc(-c4ccc(F)cc4)c3=O)[C@H]1N2C(=O)c1ccccn1	11	0.2	-2	0.3	4	9	?	.
Cc1cc(OCc2cc(C(=O)N(C)CCCN3CCOCC3)no2)cc(C)c1Cl	3	.	-2	0.0	-8	29	2	-3.9
Nc1nonc1-n1nnc(C(=O)N/N=C/c2ccc(O)cc2)c1CN1CCCCCC1	-63	-0.1	5	0.0	-2	-1	3	-1.6
O=c1ncn(-c2cccc([N+](=O)[O-])c2)c2ccccc12	-4	1.3	-7	0.0	3	16	-5	1.8
CCCCCn1nc(C(=O)N(CC(C)C)c2c(N)n(CCCC)c(=O)[nH]c2=O)c2ccccc2c1=O	0	0.2	-2	0.2	14	-10	-8	-0.7
Cc1ccc(CNC(=O)C2CC(c3ccccc3C(F)(F)F)=NO2)o1 (configuration not stated)	-26	-0.1	1	0.2	3	.	-10	-2.5
CC(=O)Nc1ccc(S(=O)(=O)N[C@@H](C)C(=O)N(C)Cc2cccs2)cc1	-5	.	11	0.2	0	0	-1	-1.5
COc1ccc(C(=O)Nc2ccc(S(=O)(=O)N3CCN(C)CC3)cc2)cc1	-13	-0.1	.	0.3	8	1	-1	0.0
O=C(O)c1ccc(N/N=C/c2ccc(OC(=O)c3cccc(Cl)c3)cc2)cc1	-11	0.2	-2	2.4	0	-9	.	-2.9
C[C@H](CO)N1C[C@H](C)[C@@H](CN(C)Cc2ccc(F)cc2)Oc2cc(C#CC(C)(C)O)ccc2S1(=O)=O	9	0.7	-1	0.0	-3	-11	0	-1.2
O=C(Nc1ccccc1)C1=C[C@H](c2csc3ccccc23)C[C@H](OCc2ccc(CO)cc2)O1	-188&-197	-0.1	-10	-0.1	5&1	12	-1&10	0.6&2.7
Cc1ccc(Oc2nc3ccccn3c(=O)c2/C=C(\C#N)C(=O)Nc2c(C)n(C)n(-c3ccccc3)c2=O)c(C)c1	-13	.	2	0.1	3	7	-5	.
CCOc1ccc(CN2CCNC(=O)C2CC(=O)NCc2csc(C(C)C)n2)cc1 (configuration not stated)	-6	.	0	0.0	-4	16	-1	0.6
CSc1ccccc1OCc1cc(C(=O)NCCN2CCCc3ccccc32)no1	-16	.	.	0.2	-2	0	9	-1.1
CN(C)C(=O)N1CCNCC1	4	.	.	0.4	-4	-10	-3	0.9
CN1C(=O)C(=O)/C(=C(/O)c2ccc(Br)cc2)C1c1cccc([N+](=O)[O-])c1 (configuration not stated)	4	0.2	-1	0.1	0	.	-4	-0.9
O=[N+]([O-])c1cccc(C2=NCCS2)c1	.	0.0	-4	0.3	.	-19	.	.
COCCn1cnc2c(c1=O)c1nc3ccccc3nc1n2/N=C/c1ccc(OC)c(OC)c1	-10	0.1	.	0.8	-1	-4	4	-9.9
O=C(O)C1(O)C[C@@H](O)C(O)[C@H](O)C1 (some centres not stated)	-6	0.4	0	0.0	.	.	-2	-0.6
CCCC(=O)Nc1ccc2c(c1)C(=O)N(C)[C@H]1CC[C@@H](CC(=O)NCc3ccccc3)O[C@@H]1CO2	7	0.3	2	-0.1	-2	-3	-7	-0.8
CCOc1ccccc1N1C(=O)CC(N(O)c2ccccc2)C1=O (configuration not stated)	-2	-0.5	-1	0.0	0	-44	-6	-3.9
C[C@H](CO)N1C[C@H](C)[C@@H](CN(C)Cc2ccccc2)Oc2cc(C#CC3CC3)ccc2S1(=O)=O	-3	0.1	-5	-1.0	-2	-15	.	-1.6
CC(=O)c1sc(-c2ccccc2)cc1NS(=O)(=O)c1ccccc1	-14	-0.2	-18	-0.1	0	-1	5	0.2
CCc1ccc(CNC(=O)CCC(=O)n2ncc3cc(C)ccc32)cc1	-6	0.0	-15	0.0	-1	8	-2	-2.3
C/C=C/c1ccc2c(c1)O[C@H](CN(C)Cc1cccc(F)c1)[C@@H](C)CN([C@@H](C)CO)S2(=O)=O	2	0.7	-2	-0.8	-2	21	3	-0.9
COc1ccc2c(c1)[nH]c1c(=O)n(/N=C/c3ccc(OC)c(CN4CCCCC4)c3)cnc12	-5	.	-4	-0.6	-3	28	?	6.4
COc1cc(C2NC(=S)NC(C)=C2C(=O)c2ccccc2)ccc1O (configuration not stated)	.	-0.4	-4	0.0	.	24	.	.
Cc1ccc(CN2CCN(C3CCCC3)C(CCO)C2)s1 (configuration not stated)	-5	2.0	-2	0.1	5	2	-3	2.3
CCCCCC1CCC(C(=O)NCCN2CCOCC2)CC1 (configuration not stated)	-7	.	-17	0.2	-1	22	-3	0.8
CC(=O)N(C)c1ccc(NC(=O)Nc2ccc(C)c(C)c2)cc1	1	.	.	0.0	4	-2	-3	-1.0
COc1cc(/C=N/NC(=O)c2ccc(Cl)cc2)ccc1OCC(=O)N1CC(C)OC(C)C1 (configuration not stated)	-23	.	6	0.1	-2	-19	-7	-0.1
COc1cccc(OC)c1C1=CC(=O)C[C@H](c2ccc3c(c2)OCO3)C1	-5	1.5	3	0.1	1	7	?	1.8
Cc1noc(C)c1NC(=O)Nc1cccc2c1O[C@H](CN(C)C(=O)Nc1ccc(C(F)(F)F)cc1)[C@@H](C)CN([C@H](C)CO)C2=O	-1&-6	0.2&-0.1	-1	-0.9&0.2	-2&-1	1&-11	?	-3.2&3.5
O=C(O)C[C@H]1C=C[C@H](NC(=O)CCN2CCCCC2)[C@@H](CO)O1	13	0.1	.	-0.3	1	-6	6	2.0
CCC(C)C(NC(=O)c1ccc(Cl)cc1)C(=O)Nc1cccnc1 (configuration not stated)	2	-0.2	1	-0.1	-1	4	2	-0.2
Clc1ccc(-c2cc(CN3CCOCC3)no2)cc1	-2	.	3	0.5	1	147*	-6	1.4
N#Cc1cn(-c2ccccc2)nc1-c1ccccc1	2	.	.	.	6	5	0	-1.6
Cc1ccc(C2C=NN(c3ccccc3)C2=O)cc1 (configuration not stated)	0	-0.3	.	0.3	.	-6	-2	-1.4
CCCNC(=O)C1(C)CCCN(C(=O)c2ccc(OC(F)F)cc2)C1 (configuration not stated)	3	-1.0	-2	0.0	-1	6	-17	4.2
O=C(NC1CCCc2ccccc21)c1n[nH]c(=O)c2ccccc12 (configuration not stated)	-12	-2.0	-5	0.2	1	7	-2	1.7
Cc1ccc(C(=O)C(C)OC(=O)C2CCN(c3ccc(C(F)(F)F)cn3)CC2)cc1C (configuration not stated)	-12	3.5	-2	-0.1	-8	-59	8	-1.1
O=C(Nc1nnc(CCN2CCCCC2)s1)c1ccc(Cl)cc1Cl	-4	.	.	0.2	-3	9	1	0.6
C=CC[C@H](CC(=O)N(CCO)Cc1ccccc1)C(=O)N[C@H](C)COC(=O)[C@@H](CC=C)Cc1ccc(F)cc1	-10	0.5	-3	0.0	0	-13	12	0.0
C[C@H](O)[C@@H]1CN2CCc3c([nH]c4ccccc34)[C@@H]2C[C@@H]1N(C)C(=S)Nc1ccc(C#N)cc1	-18	-0.1	12	0.0	-3	0	25*	1.9

Going on with the list:
SMILES	RAD52 anneal inh	E-sel inducer	RAD54 branch	Xi reactivation	CASP6 VEID inh	GSIS activator	DENV2 CPE rescue	F508del corr
CO[C@@H]1CN(C)C(=O)c2ccc(NS(=O)(=O)c3cn(C)cn3)cc2OC[C@@H](C)NC[C@H]1C	-14	-0.2	0	0.6	.	4	-3	-1.9
Cc1ccc(NC(=O)c2ccc(Cl)c(S(=O)(=O)N3CCCC3)c2)nc1	3	1.1	-6	-0.1	2	0	-1	-1.2
CC(C)c1ccc(NC(=O)CN2CCN(c3ccccn3)CC2)cc1	-6	1.3	-1	-0.1	-6	-12	2	1.6
CO[C@@H](CN(C)C(=O)C1CCOCC1)[C@@H](C)CN([C@@H](C)CO)S(=O)(=O)c1ccccc1	-7	-0.1	-4	0.0	-1	2	-4	0.3
COCc1cc(C)nc(Oc2ccccc2)c1C#N	-7	0.2	-2	0.0	0	11	-8	0.8
CCCCNC(=O)c1cn(CC)c2ccc(S(=O)(=O)N3CCCCCC3)cc2c1=O	-3	.	-9	0.0	-1	9	19	-0.9

High-throughput results: PubChem, Broad Institute
